Screening data from PubChem BioAssay.
M4 ag – agonists of human muscarinic M4 receptor (CHRM4); CHO-K1 hM4/Gqi5, Fluo-8 calcium fluorescence; vehicle 0%, full acetylcholine response 100%; activation, % at 3 µM; actives 0.14% (n = 360,000); AID 624127;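 active = activation above the run mean over all test wells plus 3 SD, cut at about 32% in these data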;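 also: peak over basal fluorescence ratio per well then scaled between controls; 0% = DMSO wells and 100% = acetylcholine at EC100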
Target sequence (P08173 whole entry, looked up): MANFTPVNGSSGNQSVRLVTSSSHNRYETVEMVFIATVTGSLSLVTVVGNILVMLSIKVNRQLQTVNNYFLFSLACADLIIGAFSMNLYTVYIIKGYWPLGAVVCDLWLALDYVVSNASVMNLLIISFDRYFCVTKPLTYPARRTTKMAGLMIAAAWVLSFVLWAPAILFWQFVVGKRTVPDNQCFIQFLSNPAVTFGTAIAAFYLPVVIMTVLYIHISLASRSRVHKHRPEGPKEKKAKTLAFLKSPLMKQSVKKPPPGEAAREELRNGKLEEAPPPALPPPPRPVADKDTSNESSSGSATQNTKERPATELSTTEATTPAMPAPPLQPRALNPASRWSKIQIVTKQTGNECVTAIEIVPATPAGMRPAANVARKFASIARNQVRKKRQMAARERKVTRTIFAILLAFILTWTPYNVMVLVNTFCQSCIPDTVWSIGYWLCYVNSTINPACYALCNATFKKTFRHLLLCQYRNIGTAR
M1 ag – activates human CHRM1 receptor. P11229. CHO-K1 hM1, Fluo-8 calcium fluorescence, agonist mode; 0% DMSO, 100% acetylcholine EC100. activation, % at 3 µM. actives 0.33% (n = 360,000);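 active = activation above the run's mean compound activation plus 3 SD, cut at about 16% in these data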;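 also: peak over basal fluorescence ratio within a 140 s kinetic read after compound addition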
Target sequence (P11229 whole entry, looked up): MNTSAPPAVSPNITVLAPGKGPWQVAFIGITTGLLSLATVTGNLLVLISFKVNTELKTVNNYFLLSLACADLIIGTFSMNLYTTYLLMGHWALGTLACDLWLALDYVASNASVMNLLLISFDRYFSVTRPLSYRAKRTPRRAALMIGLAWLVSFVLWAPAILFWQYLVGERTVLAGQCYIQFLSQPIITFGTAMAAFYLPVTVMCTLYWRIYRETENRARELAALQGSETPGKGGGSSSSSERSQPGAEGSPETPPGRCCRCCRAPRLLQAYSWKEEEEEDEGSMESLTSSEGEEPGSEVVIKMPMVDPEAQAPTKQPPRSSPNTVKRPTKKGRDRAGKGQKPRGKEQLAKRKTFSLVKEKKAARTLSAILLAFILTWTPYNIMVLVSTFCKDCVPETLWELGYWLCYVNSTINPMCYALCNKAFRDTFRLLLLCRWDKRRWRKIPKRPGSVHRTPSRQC
M5 antag – antagonists of human muscarinic M5 receptor (CHRM5). inhibition, % at 3 µM. AID 624040. actives 0.59% (n = 360,000). P08912. CHO-hM5 cells, Fluo-8 calcium fluorescence, ACh EC80;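 active = inhibition above a per-plate cutoff, the mean of that plate's test compounds plus 3 SD, cut at about 27% in these data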;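 also: 0% = acetylcholine EC80 with DMSO and 100% = DMSO without agonist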
M1 PAM – human CHRM1 positive allosteric modulation. P11229. CHO-K1 hM1, Fluo-8 calcium fluorescence, ACh EC20; 0% = ACh EC20, 100% = maximal ACh. activation, % at 3 µM. actives 0.088% (n = 360,000); in the data active = activation above about 19%, passing the limit was not always enough
CHRM4 antagonist – CHRM4 antagonism in calcium assay | AID 624125 | actives 0.73% (n = 360,000) | P08173 | CHO-hM4 cells, ACh EC80, Fluo-8 calcium fluorescence | inhibition, % at 3 µM;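 active = inhibition above its plate's cutoff, the mean inhibition of sample wells plus 3 SD, cut at about 27% in these data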;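 also: 0% = acetylcholine EC80 with DMSO and 100% = DMSO without agonist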
M5 ag – agonists of human muscarinic M5 receptor (CHRM5) | CHO-K1 hM5 cells, Fluo-8 calcium fluorescence; 0% DMSO wells, 100% maximal acetylcholine response | AID 624037 | actives 0.19% (n = 360,000) | activation, % at 3 µM | P08912;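 active = activation above the run's mean over test compounds plus 3 SD, cut at about 23% in these data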;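 also: signal is peak over basal fluorescence ratio across the kinetic read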
M5 PAM – positive allosteric modulators of human muscarinic M5 receptor | CHO-K1 hM5, Fluo-8 calcium, ACh EC20 PAM; 0% = ACh EC20, 100% = ACh EC100 | activation, % at 3 µM | actives 0.3% (n = 360,000) | AID 624038;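 active = activation above the run cutoff, the mean activation of all test compounds plus 3 SD, cut at about 18% in these data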
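Replicates: One well per compound, no replicates | System: Human M5 receptor in CHO-K1 cells | Benchmarks: Low control EC20 acetylcholine (0%), high control EC100 acetylcholine (100%) | Probe or stimulus: Acetylcholine, EC20 level | Times: Fluo-8 loading 80 min at 37 °C plus 30 min room temperature | Signal: Intracellular calcium via Fluo-8 fluorescence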
M1 antag – antagonists of human M1 muscarinic receptor | AID 588852 | actives 1.3% (n = 360,000) | P11229 | CHO-K1 hM1, Fluo-8 calcium fluorescence, ACh EC80 antagonist | inhibition, % at 3 µM;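 active = percent inhibition above its own plate's cutoff, namely the mean of that plate's compound wells plus 3 SD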;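 also: peak over basal fluorescence ratio during 140 s after agonist addition; 0% = ACh EC80 plus DMSO and 100% = DMSO alone without agonist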
TAAR1 agonist – human TAAR1 agonism; Q96RJ0; CHO RD-HGA16 TAAR1, Fluo-8 calcium fluorescence; vehicle wells 0%, saturating PEA agonist 100%; activation, % at 3 µM; actives 0.99% (n = 360,000); AID 624467;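 active = activation above the mean activation of all test compounds in the run plus 3 SD, cut at about 38% in these data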
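Signal – calcium-sensitive Fluo-8 signal, excitation 470-495, emission 515-575 nm · System – RD-HGA16 (CHO) cells co-expressing Gα16 and hTAAR1 · Incubation – 17-24 h seeding, 75 min 37 °C dye, 30 min RT · Compound dosing – 3 µM single concentration · Repeats – no replicates (n 1)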
Starred values were filed as active, the others as inactive; . = not tested or not shown.

mol,M1 PAM,M5 PAM,M4 ag,M1 ag,M1 antag,M5 ag,TAAR1 agonist,CHRM4 antagonist,M5 antag
COc1ccc(Cc2nnc(NC(=O)Nc3ccccc3F)s2)cc1,1,-1,0,-1,9,0,7,1,1
CCO[C@H]1OC(C(=O)N2CCN(Cc3ccc4c(c3)OCO4)CC2)=C[C@@H](C(C)(C)C)[C@@H]1CCCO,-5,-4,7,-5,4,0,10,5,10
CC(=O)c1ccc(NC(=O)C(C)OC(=O)c2ccc(NS(=O)(=O)c3ccc(F)c(F)c3)cc2)cc1 (centres undefined),0,-6,5,-7,5,-2,3,1,8
CCOc1nc(Nc2cc(Cl)ccc2OC)nc(OCC)n1,3,-1,0,-3,-3,2,4,1,-5
CC(C)Cc1cc(C(=O)Nc2ccc(Br)cc2)no1,-8,-1,0,-6,1,-6,-2,0,-8
COc1ccc2cc(CCNC(=O)C(C)C)c(=O)[nH]c2c1,3,-5,1,-2,-5,2,1,-1,1
CC1CCN(C(=O)c2cc3ccccc3c(=O)o2)CC1,7,0,0,-6,-8,-1,0,8,-3
CC[C@]12c3[nH]c4cc(-c5ccco5)ccc4c3CCN1C(=O)[C@@H](CC(=O)NCCC1=CCCCC1)C[C@@H]2C(=O)N1CCN(C(=O)C2CC2)CC1,2,2,1,-9,-6,-2,1,-1,2
CC1CCN(C(=O)CSCC(=O)O)CC1,4,5,1,-3,-2,1,1,-4,8
COc1ccccc1NC(=O)c1ccc(S(=O)(=O)N(C)c2ccccc2OC)cc1,2,-10,9,-2,3,-5,8,4,12
CCCN1CCc2c(sc(NC(=O)c3ccc(S(=O)(=O)N(C)c4ccccc4)cc3)c2C(N)=O)C1,-5,-4,17,5,7,18,.,1,2
O=C1NC2=C(C(=O)CCC2)C(c2ccc(OC(F)F)cc2)N1 (centres undefined),10,-2,1,-4,-7,-5,-5,-2,17
Cc1cc2c(c(=O)o1)C(c1ccc([N+](=O)[O-])o1)C(C#N)=C(N)O2 (centres undefined),9,9,2,-5,-15,4,3,5,-7
CC(=O)Nc1ccc(S(=O)(=O)N(Cc2ccccc2)c2ccccc2F)cc1,5,-11,3,-12,-15,-7,14,-3,3
Cc1ccc(S(=O)(=O)c2c(C)cc(C)[nH]c2=O)c(C)c1,1,2,1,-5,-7,-2,-2,-7,2
NC(=O)C1(N2CCCC2)CCN(Cc2ccccc2)CC1,11,-7,0,1,3,-3,2,-8,15
Nc1ccn(CC(=O)N[C@H](CO)Cc2c[nH]c3ccccc23)c(=O)n1,6,5,1,-4,-5,2,4,3,-3
CN1CCN(S(=O)(=O)c2cccc(C(=O)Nc3sccc3C(N)=O)c2)CC1,-1,-4,4,-3,-2,4,0,-2,-3
O=C(N/N=C/c1ccccc1O)C1CC(=O)N(c2ccc(Cl)cc2)C1 (centres undefined),-1,-8,0,-6,-5,0,7,9,11
O=S(=O)(c1ccc(SCc2ccccc2F)nc1)N1CCCC1,-9,-7,1,-6,16,-7,0,-5,17
Fc1ccccc1NC(=S)Nc1ccc(Br)cc1,-4,-12,7,2,2,3,13,6,13
CC(NC(=O)COC(=O)c1ccccc1O)C1CC2CCC1C2 (centres undefined),6,-5,2,-2,-18,-5,1,-10,10
COc1ccc(-c2csc(NC(=O)CN3C(=O)C4CCCCC4C3=O)n2)c(OC)c1 (centres undefined),4,0,5,1,-12,13,5,-8,1
Clc1ccc2nc(-c3ccccc3)cn2c1,10,2,16,-3,-10,-1,-2,-11,7
Cc1cc(OCc2n[nH]c(=S)n2-c2ccccc2)ccc1Cl,8,-4,2,-2,-16,2,1,-10,5
CC(C)(CCl)C(=O)Nc1ccc(C(F)(F)F)cc1,5,1,1,-10,-3,-1,13,-5,-13
Cc1cc(C)c(C(=O)Cn2nc(C)c([N+](=O)[O-])c2C)cc1C,3,0,1,-5,-8,-2,0,0,12
CCCN(CC(=O)Nc1ccccc1OC)C(=O)c1cc2ccccc2o1,8,1,5,-2,-9,0,0,-1,3
COc1ccc(OC)c(NC(=O)COC(=O)CCCN2C(=O)c3ccccc3C2=O)c1,1,-2,2,-8,-1,5,3,-5,-9
CCN(CC)CCn1c2c(c(SCC(=O)Nc3cccc4ccccc34)nc1=O)CCC2,8,-6,1,-8,4,-6,1,-2,5
O=C(O)CN1C(=O)c2ccc(C(=O)c3ccccc3)cc2C1=O,7,1,0,-2,-5,-2,3,-9,12
O=C(CSc1nnc(COc2ccc(Cl)cc2)o1)N(c1ccccc1)C1CCS(=O)(=O)C1 (centres undefined),1,3,6,-3,-2,2,5,-7,0
CCC(C)N(C(=O)c1csnn1)C(C(=O)NC1CCCC1)c1c(F)cccc1Cl (centres undefined),15,9,4,-6,-11,-3,7,-3,-1
CC(=O)N1C(C)(C)CC(=NOS(=O)(=O)c2ccccc2)CC1(C)C,6,-4,2,-2,-9,-7,9,-15,4
Cc1ccc(NC(=O)c2ccc(C)cc2)cc1,6,5,0,-5,9,-4,3,1,0
C[C@@H](CSc1ccccc1)CN1CC[C@H](NC(=O)OCc2ccccc2)CCC1=O,4,-4,8,1,5,-1,15,-2,17
COc1ccccc1C(=O)NCCN1CCN(C(=O)c2ccccc2OC)CC1,8,0,1,-3,-8,-5,1,-5,-8
CCCCCCn1cc(C(=O)O)c(=O)c2ccccc21,-2,-6,0,32*,-4,-5,2,-15,-5
CCc1nc2ccc(C(=O)N3CCN(C(=O)c4ccco4)CC3)cn2c1N(C)CCC(C)C,-2,-4,3,-8,-4,-4,2,-3,-1
COc1ccc(CCn2c(=O)[nH]c3cc(C(=O)NCCN4CCOCC4)ccc3c2=O)cc1OC,8,12,4,0,-15,-1,9,21,-6
Cc1cc(S(=O)(=O)NCCCn2ccnc2)c(C)cc1Cl,-6,2,2,-9,5,-23,10,-1,-4
O=C(COC(=O)c1ccc(F)cc1)NCCc1ccc(F)cc1,8,2,0,-3,-12,-1,-1,-16,3
COc1ccc(Br)cc1Cn1nnc(C(=O)Nc2ccc3c(c2)OCCO3)c1N,6,1,7,4,3,4,30,-2,8
O=c1cc(CN2CCOCC2)c2cc(Cl)ccc2o1,6,-5,0,-3,-3,-1,2,8,9
C[C@H]1CN(CCc2ccccc2)C(=O)[C@@H]1CC(=O)Nc1ccccc1,5,-2,2,0,-10,1,4,-8,5
Fc1ccc(NC(=S)N2CCCN(c3ccc(C(F)(F)F)cn3)CC2)c(F)c1,-14,-20,11,3,34*,10,3,11,21
CCC(c1nnnn1Cc1ccco1)N(CCc1ccccc1)Cc1cc2cccc(C)c2[nH]c1=O (centres undefined),10,4,2,-6,-18,-5,44*,-21,-10
COc1ccc(NS(=O)(=O)c2ccc(C)c(C(=O)N(C)Cc3ccc(C)cc3)c2)cc1,11,-13,13,7,-9,5,3,-6,4

Taken from the results shown (2 entries):
mol,M1 PAM,M5 PAM,M4 ag,M1 ag,M1 antag,M5 ag,TAAR1 agonist,CHRM4 antagonist,M5 antag
CCC(c1nnnn1Cc1ccco1)N(CCc1ccccc1)Cc1cc2cccc(C)c2[nH]c1=O (centres undefined),10,4,2,-6,-18,-5,44*,-21,-10
COc1ccc(NS(=O)(=O)c2ccc(C)c(C(=O)N(C)Cc3ccc(C)cc3)c2)cc1,11,-13,13,7,-9,5,3,-6,4

(cont.)
mol,M1 PAM,M5 PAM,M4 ag,M1 ag,M1 antag,M5 ag,TAAR1 agonist,CHRM4 antagonist,M5 antag
C=CCN(C#N)c1nc(OC)nc(N2CCCC2)n1,13,2,-1,-4,-17,-1,0,1,3
CCCCC(=O)N(C)c1c(C)nc2ccc(C(=O)N3CCN(S(=O)(=O)CC)CC3)cn12,-29,-2,1,-5,-8,1,1,1,4
COC(=O)Cc1cc(=O)[nH]c(/N=C(\N)Nc2ccccc2C)n1,11,0,0,-4,-13,2,4,3,-2
COc1ccccc1Nc1cc(C(=O)NCCCN2CCOCC2)c2ccccc2n1,-3,-10,10,-2,-7,2,8,-8,4
COc1ccc([N+](=O)[O-])cc1NC(=O)C(C)OC(=O)Cc1ccc(OC)c(OC)c1 (centres undefined),3,8,2,0,-5,0,2,7,-12
O=c1nc(C(F)(F)F)nc2ccccn12,5,1,0,-3,-5,1,4,7,-2
Cc1csc(C(=O)O)c1NC(=O)c1c(Cl)cccc1Cl,8,1,0,-4,-10,0,6,-4,1
Cc1cccc2cc(CN(Cc3ccc(F)cc3)C(=O)N3CCOCC3)c3nnnn3c12,0,-4,2,-3,7,2,4,-2,-2
Cc1ccc(-c2nc3cnccn3c2Nc2ccccc2)o1,4,-6,1,-2,-2,2,0,5,4
CCc1cccc(CC)c1NC(=S)Nc1ccccc1,8,7,0,-7,-10,2,2,7,-9
O=C1NCCN(C(=O)CCc2nnc(-c3ccsc3)o2)C1c1ccc(F)cc1 (centres undefined),13,14,1,-1,-18,3,9,0,-17
CC(=O)c1ccc(NC(=O)CCC(=O)N2CC(C)Oc3ccc(C)cc32)cc1 (centres undefined),11,6,8,-1,-14,0,4,-17,-17
COC(=O)C(C)Oc1ccc(-c2nccc(-c3cccs3)n2)cc1 (centres undefined),0,-4,2,-5,-8,-3,-2,-18,3

Some of the compounds tested; the hit share may differ from the screen's.
